RXFP1 antagonist: blocks the human relaxin receptor RXFP1. Q9HBX9. HEK293-RXFP1, relaxin-stimulated cAMP HTRF, 30 min; hits give low values. activity change, negative = inhibition, % at 57.5 µM. 0.59% of 350,000 active;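 active = activity change of -60% or lower, but not beyond a set lower limit; inconclusive = change between -60% and -40%, or beyond the set limit; inactive = change above -40%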; note: % is set by controls: 0 for no effect and ±100 for the full control effect
D1 agonist: human D1 receptor agonism; P21728; HEK293 T-REx D1 cells, calcium flux, agonist mode; activation, % at 2 µM; 1% of 360,000 active; in the data active = activation above about 30%; note: 0% is about no effect
Target sequence (P21728 whole entry, looked up): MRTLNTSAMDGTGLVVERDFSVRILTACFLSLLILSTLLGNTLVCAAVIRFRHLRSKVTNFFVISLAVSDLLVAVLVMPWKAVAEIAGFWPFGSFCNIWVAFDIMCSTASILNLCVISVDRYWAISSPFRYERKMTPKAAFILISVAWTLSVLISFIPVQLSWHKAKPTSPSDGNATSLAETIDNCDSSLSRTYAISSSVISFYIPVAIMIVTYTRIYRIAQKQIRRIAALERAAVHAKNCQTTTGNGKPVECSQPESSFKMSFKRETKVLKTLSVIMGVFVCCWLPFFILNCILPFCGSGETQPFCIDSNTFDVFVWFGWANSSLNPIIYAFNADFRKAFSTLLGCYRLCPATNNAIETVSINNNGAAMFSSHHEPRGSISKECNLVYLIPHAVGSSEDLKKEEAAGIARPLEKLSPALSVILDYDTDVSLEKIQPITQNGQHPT
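Inducible HEK293 T-REx D1 cells, force-coupled to calcium signalling, were plated at 4000 cells/well with tetracycline and held overnight at 30 C. After no-wash calcium dye loading, compound-evoked calcium rise over 180 s flagged agonists.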
D1 PAM: human D1 dopamine receptor positive modulation; potentiation, % at 10 µM; 0.036% of 360,000 active; P21728; HEK293 TREx D1 cells, calcium flux, dopamine EC20 potentiation; in the data active = potentiation above about 30%; note: 0% is about no effect
RXFP1 agonist: RXFP1 (human) receptor agonism; Q9HBX9; HEK293T-RXFP1 cAMP TR-FRET, 30 min; response scale: percent of porcine relaxin response, buffer zero; Potency, µM (titrated, usually from 57.5 µM), inactives show at the top dose activation, usual class: activators; 0.3% of 370,000 active; AID 2676; note: potency is the fitted concentration of half-maximal effect; % is set by controls: 0 for no effect and ±100 for the full control effect; nearly all actives have a fitted effect of over 60% in size; many of its hits are not listed in these tables
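HEK293 cells stably expressing RXFP1, treated 30 min at 37C with compounds plus PDE4 inhibitor Ro 20174; cAMP measured by HTRF TR-FRET. Normalized to buffer and 29 nM porcine relaxin; EC50 by Hill fit.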
Vif-APOBEC3F blk: inhibitors of Vif-A3F interaction. 0.2% of 390,000 active. Potency, µM (doses to about 46.1 µM), without a hit: top-dose activity, negative = active. HeLa A3F-eYFP + Vif (tagged APOBEC3F with the HIV-1 protein that degrades it), YFP fluorescence increase; note: potency is the fitted concentration of half-maximal effect; % of control where 0% means no effect; nearly all actives have a fitted effect of over 65% in size
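Fluorescence increase (Ex 488/Em 500-530) after overnight compound treatment at 37 deg C flags inhibition of Vif-driven A3F-eYFP loss in stable HeLa A3F-eYFP/Vif cells seeded overnight beforehand.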
D2 PAM: positively modulates the human D2 dopamine receptor allosterically | P14416 | potentiation, % at 10 µM | AID 485347 | 0.34% of 340,000 active | HEK293 T-REx D2, calcium flux, EC20 dopamine potentiation;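 active = potentiation over 3 SD above the plate norm, cut at about 30% in these data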; note: 0% is about no effect
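Potentiation of an EC20 dopamine calcium response measured kinetically over 180 s, after a preceding 180 s compound-only read flagging agonists. Cells: inducible Hek293 Trex D2 line, 4000/well, cultured overnight at 30 C before dye loading.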
Vif-APOBEC3G blk: Vif-A3G binding inhibition | Potency, µM (doses to about 46.1 µM), for the others: top-dose activity, negative = active, most hits filed as inhibitors | HeLa A3G-eYFP + Vif (tagged APOBEC3G with the HIV-1 protein that degrades it), YFP fluorescence, overnight | AID 602310 | Q9HC16 | 0.076% of 410,000 active;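 note: potency is the fitted concentration of half-maximal effect; % is set by controls: 0 for no effect and ±100 for the full control effect; nearly all actives have a fitted effect of over 60% in size; hits raise eYFP signal because A3G escapes Vif-driven loss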
Target sequence (Q9HC16 whole entry, looked up): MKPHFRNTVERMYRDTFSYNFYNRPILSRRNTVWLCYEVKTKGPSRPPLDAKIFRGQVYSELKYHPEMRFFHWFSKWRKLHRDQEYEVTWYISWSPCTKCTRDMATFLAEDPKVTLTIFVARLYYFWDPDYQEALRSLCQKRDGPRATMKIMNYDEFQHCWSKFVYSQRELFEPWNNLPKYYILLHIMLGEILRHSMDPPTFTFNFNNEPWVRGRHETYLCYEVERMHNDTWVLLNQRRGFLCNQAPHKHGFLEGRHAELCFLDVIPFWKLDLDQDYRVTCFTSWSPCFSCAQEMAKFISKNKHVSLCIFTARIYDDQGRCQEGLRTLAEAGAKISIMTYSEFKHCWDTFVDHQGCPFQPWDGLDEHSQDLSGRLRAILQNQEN
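HeLa cells stably expressing Vif and C-terminally eYFP-tagged A3G, seeded overnight at 37 deg C, then exposed to compound by pintool overnight at 37 deg C. Rise in yellow fluorescence (Ex 488/Em 500-530, Acumen) marks blocked Vif-driven A3G degradation.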
Glioma ERSR ind: inducers of ER stress response in human glioma cells. U87-MG GRP78 promoter luciferase reporter, 16 h. Potency, µM, without a hit: at the highest dose activation, actives largely listed as activators. 0.02% of 420,000 active. AID 602332; note: potency is the fitted concentration of half-maximal effect; series mostly up to about 76 µM; % of control where 0% means no effect; nearly all actives have a fitted effect of over 35% in size
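Stably transfected U87-MG human glioma cells carrying a GRP78-based luminescent sensor were seeded at 1000 cells/well, pin-dosed with compounds and incubated 16 h. Luciferase reagent was then added, and end-point luminescence was read after 10 min at room temperature.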
D1 antagonist: antagonists of human D1 dopamine receptor | P21728 | activity change, negative = inhibition, % at 10 µM | HEK293 TREx D1 cells, calcium flux, dopamine EC80; hits give low values | 3.2% of 360,000 active; in the data active = activity change below about -30%; note: % is set by controls: 0 for no effect and ±100 for the full control effect
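Tetracycline-induced HEK293 Trex D1 cells, force-coupled to calcium, dye-loaded; compounds added and read 180 s, then EC80 dopamine added and calcium flux tracked kinetically another 180 s.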
Starred values were filed as active, the others as inactive; ? = inconclusive; . = not tested or not shown. Unless noted, calls come from the whole dose curve; as a rule, active = well fitted curve in the direction sought with a large enough effect; inconclusive = small, poorly fitted or top-dose-only effect, or another doubt; inactive = no such curve, though single readings can be large; an effect the other way counts as inactive or inconclusive. Some of the compounds tested, so the mix of outcomes need not match the whole.

nr	smiles	RXFP1 agonist	D1 PAM	Vif-APOBEC3G blk	D1 agonist	D2 PAM
1	O=C1CC(c2ccccc2)c2cccc(F)c21 (configuration not stated)	1.0%	-1	0%	1	3
2	COc1ccccc1OCC(=O)N(Cc1ccc(Cl)cc1)CC1CCCO1 (configuration not stated)	-2.0%	1	-1%	0	5
3	Cc1ccc(N(CC(=O)Nc2ccc(-c3nc4ccc(C)cc4s3)cc2)S(C)(=O)=O)cc1	3.6%	-2	-4%	0	0
4	CC1=Nn2c(nc(-c3ccccc3)c2-c2ccccc2)N(CC(N)=O)C(=O)C1	0.2%	-1	-2%	1	5
5	Cc1cc(C)cc(NC(=O)Nc2ccc(Cl)cn2)c1	0.9%	-2	2%	1	-1
6	Cc1ccc(S(=O)(=O)N(CC(=O)NCc2ccncc2)Cc2ccccc2F)cc1	0.4%	-4	1%	1	13
7	Fc1c(F)c(F)c(N/N=C/c2c[nH]c3ccccc23)c(F)c1F	0.5%	-5	-27%	2	13
8	Cc1ccc(C(=O)COC(=O)CNC(=O)Cc2ccccc2)cc1[N+](=O)[O-]	-0.8%	-1	-6%	8	-1
9	COc1cc2c(-c3ccccc3Cl)nc3c(c(C)nn3-c3ccccc3)c2cc1OC	0.8%	2	-4%	4	-1
10	CC(=O)c1ccc(NC(=O)c2cccc(N3C(=O)c4ccccc4C3=O)c2)cc1	1.0%	0	3%	2	.

nr	D1 antagonist	Glioma ERSR ind	RXFP1 antagonist	Vif-APOBEC3F blk
1	-8	3%	20	4%
2	11	1%	-32	0%
3	-10	-2%	-11	-25%
4	-14	-2%	-2	-4%
5	15	-2%	-1	-7%
6	2	-2%	3	8%
7	-9	7%	-9	5%
8	-16	0%	1	-10%
9	30	-6%	-16	7%
10	-31*	-3%	15	-3%

Values in list order from above.
Entries 1–10 in D1 antagonist read -8, 11, -10, -14, 15, 2, -9, -16, 30, -31*

An excerpt from above in order of their number in D1 antagonist, high to low.
no.	Structure	D1 PAM	D1 agonist	D2 PAM	D1 antagonist	RXFP1 antagonist
5	Cc1cc(C)cc(NC(=O)Nc2ccc(Cl)cn2)c1	-2	1	-1	15	-1
3	Cc1ccc(N(CC(=O)Nc2ccc(-c3nc4ccc(C)cc4s3)cc2)S(C)(=O)=O)cc1	-2	0	0	-10	-11
4	CC1=Nn2c(nc(-c3ccccc3)c2-c2ccccc2)N(CC(N)=O)C(=O)C1	-1	1	5	-14	-2
8	Cc1ccc(C(=O)COC(=O)CNC(=O)Cc2ccccc2)cc1[N+](=O)[O-]	-1	8	-1	-16	1

New compounds follow:
nr	smiles	RXFP1 agonist	D1 PAM	Vif-APOBEC3G blk	D1 agonist	D2 PAM
11	CCC(=O)N=c1n(C)c2ccccc2n1CCOc1ccccc1	0.1%	-1	0%	1	2
12	CCCCCNC(=O)CCn1c(=O)[nH]c2ccccc2c1=O	-0.5%	-4	?	0	-9
13	COc1ccc(Cc2nnc(SCC(=O)N3CCCC(C)C3)o2)cc1 (configuration not stated)	0.2%	-14	-62%	2	0
14	CCN(CC(=O)Nc1ccc(NC(C)=O)cc1)C(=O)c1cn(-c2ccccc2)nc1-c1cccs1	0.1%	1	-6%	2	2
15	CCCCCCNC(=O)C(C(=O)OCC)C1CCCCC1 (configuration not stated)	0.1%	13	1%	-1	6
16	COc1ccc(Cn2ccn(CC(=O)Nc3cc(C)ccc3C)c(=O)c2=O)cc1	0.2%	5	3%	19	.
17	CCOC(=O)N1CCN(C(=S)Nc2ccc(C)c(C)c2)CC1	0.8%	-4	4%	2	-3
18	Cc1ccc(S(=O)(=O)Nc2nc3n(n2)C(c2ccc(F)cc2)C=C(c2ccccc2)N3)cc1 (configuration not stated)	1.1%	1	?	0	-3
19	COc1cc(OC)c2c(c1O)OC(c1ccccc1)CC2=O (configuration not stated)	-0.2%	4	-1%	0	1
20	COc1ccc(C(CNC(=O)c2ccc(S(=O)(=O)Nc3ccccc3OC)cc2)N2CCCC2)cc1 (configuration not stated)	.	.	-9%	.	.

nr	D1 antagonist	Glioma ERSR ind	RXFP1 antagonist	Vif-APOBEC3F blk
11	-2	1%	-7	-10%
12	-15	-4%	-2	-12%
13	-26	0%	1	-4%
14	7	2%	-10	2%
15	-9	-2%	6	-5%
16	10	-3%	-7	-22%
17	-6	-2%	3	5%
18	-11	-1%	-8	?
19	9	-2%	.	0%
20	.	-5%	-5	3%

nr	smiles	RXFP1 agonist	D1 PAM	Vif-APOBEC3G blk	D1 agonist	D2 PAM
21	O=C(COc1ccc2c(C(F)(F)F)cc(=O)oc2c1)Nc1ccc(N2CCOCC2)cc1	-1.5%	-1	5%	2	-5
22	CC(C)Cn1c(C(C)C)nc([N+](=O)[O-])c1S(=O)(=O)c1ccc(F)cc1	5.7%	-2	-19%	2	2
23	CCOc1ccc(C(=O)OCC(=O)Nc2ccc3c(c2)OCCO3)cc1OC	3.1%	.	-13%	2	6
24	COc1ccc(-n2nc(C(=O)O)cc2-c2ccccc2)cc1	2.0%	-6	-3%	-2	-5
25	Cc1ccc(S(=O)(=O)CCC(=O)OCC(=O)N(C)CC(=O)Nc2ccc(F)cc2)cc1	0.0%	3	-2%	1	-3
26	COc1cc(C(C2C(=O)CC(C)(C)CC2=O)C2C(=O)CC(C)(C)CC2=O)cc(OC)c1OC	-2.1%	-8	-1%	0	8
27	O=C(NCCN1CCN(C(=O)c2ccc([N+](=O)[O-])cc2)CC1)C(=O)Nc1ccc(F)cc1	-0.7%	-2	-1%	1	7
28	Cc1nc(-c2ccc(C(=O)Nc3cccc(Br)c3)cc2)cs1	3.5%	-4	5%	9	-5
29	CCC(=O)Nc1cccc(NC(=O)CSc2nnc(C(C)C)n2CC)c1	0.6%	-4	0%	1	-7
30	O=C1CCc2cc(S(=O)(=O)Nc3ccccc3F)cc3c2N1CCC3	-0.4%	-9	-6%	3	10

nr	D1 antagonist	Glioma ERSR ind	RXFP1 antagonist	Vif-APOBEC3F blk
21	10	0%	-3	2%
22	0	-3%	-5	1%
23	9	-3%	4	-5%
24	20	-2%	6	0%
25	-5	-2%	2	9%
26	14	0%	-6	5%
27	1	3%	-13	3%
28	2	-7%	-12	-9%
29	4	-3%	10	0%
30	10	-2%	0	1%

nr	smiles	RXFP1 agonist	D1 PAM	Vif-APOBEC3G blk	D1 agonist	D2 PAM
31	Cc1ccc(Cn2nc(C)c(NC(=O)CSc3n[nH]c(C)c3[N+](=O)[O-])c2C)cc1	0.2%	4	-2%	0	-3
32	O=C(C1CCCCC1)N(Cc1ccccc1)c1ccccn1	0.3%	-5	1%	3	-2
33	CCOc1cc2c(cc1/C=C/C(=O)O)OC(C)C2 (configuration not stated)	8.7%	0	0%	3	0
34	O=C(CN1CCOCC1)N/N=C/c1ccc(C(=O)O)cc1	0.1%	1	8%	0	7
35	O=C1CCCc2nc3c(cc21)C(O)Oc1c-3ccc2ccccc12 (configuration not stated)	12%	-2	-3%	3	-1
36	Cc1ccc2c(CNCCc3ccc(Cl)cc3)c(C(=O)O)n(Cc3ccc(F)cc3)c2c1	-1.1%	0	-3%	0	2
37	O=C(CN1C(=O)NC2(CCCC2)C1=O)Nc1ccc(C(F)(F)F)cc1	0.1%	.	-4%	3	0
38	COc1ccc(CCNC(=O)CC(=O)NCCc2ccc(OC)cc2)cc1	2.6%	-11	8%	4	17
39	Cc1ccc(CNC(=O)C2CCC(=O)N2Cc2ccc(C)cc2)cc1 (configuration not stated)	0.5%	-4	-1%	1	3
40	CCN(CC)c1ccc(NC(=O)CN2CCN(c3ccc(F)cc3)CC2)cc1	0.1%	1	1%	0	-8

nr	D1 antagonist	Glioma ERSR ind	RXFP1 antagonist	Vif-APOBEC3F blk
31	-12	-2%	4	11%
32	3	-3%	3	6%
33	-6	-1%	2	1%
34	-5	-5%	5	6%
35	-7	0%	-9	-12%
36	6	4%	.	0%
37	-12	0%	-27	-13%
38	-1	-4%	1	-6%
39	-40*	0%	3	3%
40	-17	-3%	-9	4%

nr	smiles	RXFP1 agonist	D1 PAM	Vif-APOBEC3G blk	D1 agonist	D2 PAM
41	COc1cc(/C=N/N2CCN(C3c4ccccc4-c4ccccc43)CC2)cc(OC)c1O	0.8%	-4	-3%	2	-2
42	COc1ccc(CCNC(=O)c2cccc(S(=O)(=O)N3CCCC3)c2)cc1OC	-0.2%	-4	-2%	1	5
43	Cc1ccc(-n2ncc3c(SCc4cccc(C)c4)ncnc32)cc1	3.7%	-2	-1%	4	-1
44	COc1ccc(NC(=O)CS(=O)(=O)c2cccc(Cl)c2)cc1	3.1%	8	1%	0	5
45	Cc1nc(SCC(=O)NCCc2ccc(Cl)cc2)nc(C)c1C	-2.4%	-1	1%	1	-4
46	COc1ccc(-c2nc3cc([N+](=O)[O-])ccc3o2)cc1OC	-2.4%	4	0%	3	1
47	N#Cc1ccc(CN2CCN(C(=O)c3ccc(S(=O)(=O)N4CCCCCC4)cc3)CC2)cc1	0.0%	-5	1%	5	.

nr	D1 antagonist	Glioma ERSR ind	RXFP1 antagonist	Vif-APOBEC3F blk
41	-3	-3%	-23	5%
42	4	-4%	3	-18%
43	2	0%	28	0%
44	11	-3%	3	5%
45	7	0%	-16	-10%
46	14	8%	8	-4%
47	-13	-1%	9	2%

In another format: results already given.
Order of results: RXFP1 agonist, D1 PAM, Vif-APOBEC3G blk, D1 agonist, D2 PAM, D1 antagonist, Glioma ERSR ind, RXFP1 antagonist, Vif-APOBEC3F blk
41) COc1cc(/C=N/N2CCN(C3c4ccccc4-c4ccccc43)CC2)cc(OC)c1O
 : 0.8%, -4, -3%, 2, -2, -3, -3%, -23, 5%
42) COc1ccc(CCNC(=O)c2cccc(S(=O)(=O)N3CCCC3)c2)cc1OC
 : -0.2%, -4, -2%, 1, 5, 4, -4%, 3, -18%
